EPAC2 ag – EPAC2 (human) agonism. EPAC2 activation, biochemical qHTS; response scale: 100% = 6.5 mM cAMP response. Potency, µM (series often up to 154 µM), inactives show at the top dose activation, hits mostly activators. 360,000 compounds, 0.079% hits; note: potency is the fitted concentration of half-maximal effect; nearly all actives have a fitted effect of over 50% in size
Target sequence (Q8WZA2 whole entry, looked up): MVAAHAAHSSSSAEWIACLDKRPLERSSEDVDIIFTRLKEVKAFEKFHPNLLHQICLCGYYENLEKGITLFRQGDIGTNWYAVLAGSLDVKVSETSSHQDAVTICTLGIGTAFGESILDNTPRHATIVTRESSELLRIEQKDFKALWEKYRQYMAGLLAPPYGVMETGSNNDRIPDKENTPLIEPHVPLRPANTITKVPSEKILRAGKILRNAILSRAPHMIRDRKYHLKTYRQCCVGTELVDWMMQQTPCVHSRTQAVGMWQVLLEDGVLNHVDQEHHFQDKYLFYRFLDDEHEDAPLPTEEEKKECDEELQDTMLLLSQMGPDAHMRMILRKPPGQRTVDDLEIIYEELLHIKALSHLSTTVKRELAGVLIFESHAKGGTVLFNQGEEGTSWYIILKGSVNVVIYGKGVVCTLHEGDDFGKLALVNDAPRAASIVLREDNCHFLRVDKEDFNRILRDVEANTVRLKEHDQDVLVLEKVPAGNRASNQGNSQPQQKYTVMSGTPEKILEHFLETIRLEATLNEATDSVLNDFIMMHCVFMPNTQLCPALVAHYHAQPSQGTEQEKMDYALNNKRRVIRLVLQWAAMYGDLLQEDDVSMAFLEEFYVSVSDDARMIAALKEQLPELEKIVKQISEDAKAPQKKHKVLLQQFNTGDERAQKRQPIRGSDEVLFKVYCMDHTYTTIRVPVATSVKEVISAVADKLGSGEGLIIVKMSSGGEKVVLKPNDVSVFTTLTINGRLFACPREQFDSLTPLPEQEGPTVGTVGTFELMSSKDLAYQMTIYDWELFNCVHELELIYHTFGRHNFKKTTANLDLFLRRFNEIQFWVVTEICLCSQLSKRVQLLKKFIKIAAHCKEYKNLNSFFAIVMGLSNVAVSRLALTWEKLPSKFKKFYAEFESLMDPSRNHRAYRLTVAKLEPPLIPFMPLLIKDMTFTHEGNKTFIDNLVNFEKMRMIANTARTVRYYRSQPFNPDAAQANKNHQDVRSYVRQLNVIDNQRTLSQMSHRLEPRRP
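qHTS, titration series. 100 nM EPAC2 / 250 nM Rap1B-BODIPY-GDP / 50 uM GDP; RT; ex 480/em 540 nm, 5-min reads to 30 min. Norm. to 6.5 mM cAMP = activation.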
DRD3 agonist – agonists of human D3 dopamine receptor | P35462 | D3R DiscoveRx beta-arrestin cells, luminescence, 90 min | max activation, % | 410,000 compounds, 0.58% hits | AID 652048; in the data active = max activation above about 30%; note: 0% is about no effect; mostly tested at two doses, the higher about 12 µM
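Cells at 1500/well, incubated overnight, then treated with pinned compounds (dopamine as control) for 90 min at 37 degrees C. DiscoveRx reagent added for 30 - 60 minutes at room temperature; luminescence read.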
TDP-43 yeast inh – inhibitors of TDP-43 toxicity in yeast; 410,000 compounds, 1.8% hits; Potency, µM (highest dose often 46.1 µM), for inactives: at the highest dose growth rescue (activation), most hits filed as activators; TDP-43 expressing yeast growth rescue, BacTiter-Glo, 24 h; note: potency is the fitted concentration of half-maximal effect; % of control where 0% means no effect; nearly all actives have a fitted effect of over 50% in size
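Yeast cells expressing TDP-43 under galactose induction are exposed to compounds for 24 hr at 30 deg C. BacTiter-Glo luminescence measures growth, so protective compounds score as activators.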
DRD3 antagonist – blocks the human D3 dopamine receptor; P35462; D3R cells, DiscoveRx beta-arrestin luminescence, antagonist mode; hits give low values; max response, negative = inhibition, %; 360,000 compounds, 2.5% hits; AID 652054; in the data active = max response below about -50%; inconclusive = no clear call, values can overlap the other calls; note: % is set by controls: 0 for no effect and ±100 for the full control effect; mostly tested at two doses, the higher about 12 µM
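Cells plated overnight at 1500 cells/well, then exposed to library compounds with dopamine controls for 90 minutes at 37 degrees C. DiscoveRx reagent added for 30–60 minutes at room temperature; luminescence read, quantitative HTS format.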
Abeta yeast res – A-beta toxicity reversal in yeast | 410,000 compounds, 0.063% hits | AID 1347071 | Potency, µM (top dose mostly 46.1 µM), for the others: at the highest dose growth rescue, actives largely listed as activators | yeast expressing A-beta42, growth rescue, OD600, 48 h; response scale: 0% DMSO, 100% iron-clioquinol control; note: potency is the fitted concentration of half-maximal effect; nearly all actives have a fitted effect of over 55% in size
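Growth rescue measured by 600 nm absorbance after 48 h yeast culture at 30 C with compound. Values normalized between DMSO and an equimolar ferric chloride plus clioquinol control.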
FUS yeast rescue – FUS proteinopathy suppression in yeast; AID 1347120; S. cerevisiae FUS-expressing, growth rescue, OD600, 24 h; Potency, µM (top dose mostly 76.6 µM), inactives show at the top dose growth rescue (activation), hits mostly activators; 390,000 compounds, 0.24% hits;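 note: potency is the fitted concentration of half-maximal effect; plate controls were DMSO vehicle for no effect and reference control for full effect; nearly all actives have a fitted effect of over 55% in size; some results filed as inactive show a strong effect at the top dose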
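FUS-expressing yeast, raffinose-pregrown, induced in 2% galactose minimal medium at OD 0.005; compounds in a dilution series, 24hr at 30C. Growth restoration read as absorbance at 600 nm. CP55940 positive control, DMSO negative.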
EPAC2 antag – antagonists of human EPAC2; Q8WZA2; EPAC2 GEF exchange of Rap1B-BODIPY-GDP, fluorescence; Potency, µM (highest dose often 114 µM), without a hit: at the top dose activity, negative = inhibition, usual class: inhibitors; 360,000 compounds, 0.18% hits; AID 720708; note: potency is the fitted concentration of half-maximal effect; % is set by controls: 0 for no effect and ±100 for the full control effect; nearly all actives have a fitted effect of over 45% in size; many of its hits are not listed in these tables
aSyn yeast inh – inhibitors of alpha-synuclein toxicity in yeast; Yeast expressing alpha-synuclein, growth rescue, BacTiter-Glo, 24 h; Potency, µM (top dose mostly 46.1 µM), for inactives: at the highest dose growth rescue (activation), hits mostly activators; 370,000 compounds, 0.14% hits; AID 652106; note: potency is the fitted concentration of half-maximal effect; % of control where 0% means no effect; nearly all actives have a fitted effect of over 65% in size
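Readout is rescue of growth in alpha-synuclein-expressing yeast, so inhibitors of toxicity appear as activators. Growth after 24 hr at 30 deg C in galactose medium is quantified by luminescence.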
Numbers without * were called inactive; ? = inconclusive; . = no result given; & = joins results of further samples; [ ] = remark or other dose. Unless noted, calls come from the whole dose curve; as a rule, active = well fitted curve in the direction sought with a large enough effect; inconclusive = small, poorly fitted or top-dose-only effect, or another doubt; inactive = no such curve, though single readings can be large; an effect the other way counts as inactive or inconclusive.

SMILES	EPAC2 ag	DRD3 agonist	TDP-43 yeast inh	DRD3 antagonist	Abeta yeast res	FUS yeast rescue	EPAC2 antag	aSyn yeast inh
Cc1ccc(/C(N)=N/OC(=O)c2ccc(C)cc2Cl)cc1	2.2%	3.3	3.98µM*	1.0	-22.3%	.	-2.2%	-36.6%[inhibitor]
CC(=O)NC1=NN(C(C)=O)C(C)(c2ccco2)S1 (stereo not given)	-7.4%	-3.7	1.1%	28.8	-3.7%	-5.2%	1.4%	-0.8%
CC(=O)Nc1cccc(-c2nc3ccc(NC(C)=O)cc3s2)c1	14.6%	-2.4	-0.3%	2.3	-9.9%	20.8%	9.5%[57.1 µM]	-5.9%
CCOC(=O)c1c(NC(=O)c2cc(=O)c3cc(C)cc(C)c3o2)sc(C)c1C	.	-6.1	9.8%	.	-10.8%	-18.8%	.	.
Cc1ccc(S(=O)(=O)N2CCN(C(C)C(=O)NCC(C)c3ccccc3)CC2)cc1 (stereo not given)	-5.4%	6.2	14.0%	3.9	16.2%	22.3%	3.8%	0.2%
COc1ccc(Cc2nc3ccc(C(=O)NCC4CCOCC4)cc3o2)cc1OC	12.0%	9.6	15.0%	35.7	4.5%	.	17.2%	0.3%
CCOC(=O)C1=C(O)C(=O)N(Cc2ccccc2)CC1	0.8%	0.3	-25.5%[0.397 µM]	0.0	7.8%	-14.5%	-4.1%	-6.7%
CCOCCCNC(=O)CN1CCN(S(=O)(=O)c2ccc3c(c2)CCC3)CC1	0.1%	-0.1	13.7%	22.1	-12.1%	-6.6%	0.0%	8.4%
ClC1(Cl)CC1Cn1c(C2CC2)nc2ccccc21 (stereo not given)	3.9%	2.4	-3.2%	-0.6	-0.7%	-13.0%	-15.6%	-1.9%
O=C(O)C1CCN(C(=O)c2ccccc2N2C(=O)[C@@H]3Cc4c([nH]c5ccccc45)C(c4cccc(Cl)c4)N3C2=O)CC1 (stereo not given in full)	2.5%	8.1	0.0%	6.5	-5.5%	12.6µM*	-3.0%	2.2%
CCc1ccccc1NC(=O)c1nnn(CC(=O)Nc2cccc(C)c2C)c1N	-1.2%	5.2	14.2%	6.7	9.3%	0.8%	-1.1%	1.4%
CCOC(=O)c1cc2occc2n1CCCN1C(=O)c2ccccc2C1=O	13.2%	6.1	16.8%	9.0	5.4%	27.0%	-28.3%	21.2%
Cc1ccc(S(=O)(=O)N2C[C@]3(O)C[C@@H]4C(=O)N(c5ccccc5)C(=O)[C@@H]4C[C@]3(OC(=O)NC3CC3)C2)cc1	3.8%	2.4	23.3%	10.4	-5.6%	-14.2%	-4.1%	-0.3%
COc1ccc(OC)c(S(=O)(=O)Nc2ccc(-c3ccc4nncn4n3)cc2)c1	-3.6%	-10.1	3.6%	12.6	-0.6%	37.8%	11.8%	0.9%
Cc1cccc(NC(=O)c2ccc(C3SCC(=O)N3CCc3ccccc3)cc2)c1C (stereo not given)	7.4%	-2.8	2.8%	-4.6	30.4%	39.9%	-1.2%	3.3%
Cc1ccccc1-c1nn[nH]n1	-3.6%	7.0	8.4%	-17.9	6.0%	8.5%	3.1%	-0.8%
N#Cc1cc(-c2ccccc2)oc1/N=C/c1ccccc1O	-12.8%	-0.1	2.6%	-3.7	-9.6%	22.3%	-3.8%	0.8%
N#CC(=C(O)CN1CCN(c2ccccc2F)CC1)c1nc(-c2ccccc2)cs1	0.9%	-8.8	-13.3%	5.1	11.0%	-18.1%	2.3%	-2.2%
COc1ccc2cc(CN(CC3CCCO3)C(=S)Nc3ccccc3)c(=O)[nH]c2c1 (stereo not given)	18.2%	-11.2	-6.8%	?	-20.2%	?	-26.3%	14.9%
COc1ccc(CC(=O)Nc2ccccc2C(=O)N2CCOCC2)cc1OC	3.9%	-10.3	8.8%	-14.0	-14.6%	.	0.6%	-3.2%
CCN(CC)C(=O)C1=C(C)N(Cc2ccc(OC)cc2)C(=O)C(CC(=O)NC2CCCC2)C1 (stereo not given)	-9.9%	-8.4	15.3%	-4.7	-7.8%	27.4%	2.7%	0.0%
Cn1cc(CN2CCC(n3nccc3NC(=O)C3CCCC3)CC2)cn1	10.5%	9.3	19.5%	4.5	-13.4%	.	10.6%	2.5%
CCn1c(SCC(=O)NC(=O)NCc2ccco2)nnc1-c1cccs1	-0.7%	2.0	4.1%	-9.3	7.4%	24.7%	12.7%	-4.3%
COc1ccc2[nH]cc(S(=O)(=O)c3ccc(C)cc3)c2c1	11.1%	-9.4	-19.1%[0.397 µM]	-5.8	-5.7%	34.0%	?	0.5%
C=CCn1c(SCC(=O)N(CCC)C2CCS(=O)(=O)C2)nnc1-c1ccccc1OC (stereo not given)	20.5%	0.4	19.0%	-11.2	-7.9%	12.1%	1.1%	0.8%
S=C(NCCc1ccccc1)N1CCN(Cc2ccccc2)CC1	1.3%	-14.9	-8.6%	?	-19.8%	-14.9%	12.3%	2.0%
Cn1cc(S(=O)(=O)N2CCOCC2)cc1C(=O)Nc1cccc(C#N)c1	.	2.0	16.3%	.	-13.9%	11.3%	.	.
Cc1ccc(-c2nc(CS(=O)CC(=O)NCc3ccco3)c(C)o2)cc1 (stereo not given)	-2.4%	-3.0	0.7%	-5.1	12.1%	-7.4%	6.5%	8.2%
CCCCCc1c(-c2cccc(Br)c2)ncn1CCc1ccccc1OC	5.9%	28.5	-7.8%	19.8	-13.6%	43.6%	?	-30.8%[inhibitor]
c1coc(CN=C2NC(=NCc3ccco3)c3ccccc32)c1	6.0%	4.4	-6.0%	-16.0	10.4%	10.0%	5.4%	0.4%
Cc1ccc(OCC(=O)N/N=C\c2cn(Cc3ccccc3)c3ccccc23)cc1C	2.9%	11.9	1.5%	-17.6	-6.1%	23.6%	-1.1%	-3.4%
CCCOc1ccc(NC(=O)CC2C(=O)N(c3cccc(C)c3)C(=O)N2CCc2ccncc2)cc1 (stereo not given)	.	-17.0	-0.9%	.	-2.7%	15.7%	.	.
Cn1c(CNC(=O)CNC(=O)Cc2ccccc2)cc(=O)n(C)c1=O	0.5%	7.3	11.7%	5.4	-1.9%	22.1%	-0.7%	-1.8%
CN1OC[C@@H]2CN(C(=O)c3cccc4ccccc34)[C@H](c3ccc(N4CCCCC4)cc3)C[C@@H]21	8.9%	6.0	10.5%	0.4	-1.8%	-9.6%	5.3%	8.6%
CCOC(=O)C1=C(O)/C(=C/c2ccc(OCC(=O)Nc3ccc(C)cc3)cc2)N=C1C	-6.5%	4.2	18.6%	19.5	7.2%	37.8%	1.9%	-4.9%
CCOC(=O)c1noc2nc(C)n(CC(=O)Nc3cccc(OC)c3)c(=O)c12	.	-14.0	-20.1%	.	-6.8%	-8.4%	.	.
CCOc1ccc2nc(NCCCNC(=O)c3cc(OC)c(OC)c(OC)c3)c(C#N)cc2c1	6.5%	5.4	7.6%	31.2	13.0%	6.7%	-11.2%	8.7%
C=CCn1c(SCC(=O)Nc2sccc2C#N)nc2sc(C)c(C)c2c1=O	1.5%	1.2	-11.3%	6.8	-4.3%	2.1%	5.8%	1.8%
Cc1ccc(N2CC(C(=O)Nc3nc4ccc(S(C)(=O)=O)cc4s3)CC2=O)cc1 (stereo not given)	-0.7%	-10.6	-3.0%	-7.0	-4.9%	23.7%	5.5%	3.5%
CN(C)Cc1c(O)ccc2cc(-c3nc4ccccc4n3C)c(=O)oc12	2.3%	0.8	3.5%	32.6	-2.3%	29.2%	-4.5%	2.1%
Cc1nc2ccc(NC(=O)N3CCCCC3)cc2s1	-0.8%	4.2	-13.9%	4.9	0.5%	11.1%	8.8%	-0.2%
O=C(CNC(=O)c1ccccc1F)N/N=C/c1cccs1	6.9%	-7.0	12.2%	2.3	-4.6%	-18.1%	-3.4%	9.0%
Cc1ccc(OCC(=O)NCCCNC(=O)c2cccnc2)cc1	14.0%	4.9	-8.5%	-10.6	4.2%	7.7%	5.2%	1.4%
COc1cccc(NC(=O)Cc2nnc(SCC(=O)NC3CCCC3)n2C)c1	10.2%	-9.0	-18.7%	-18.4	-9.7%	9.6%	10.4%	0.6%
CCCCNC(=O)NNC(=O)c1ccc(F)cc1	-0.3%	1.4	5.9%	13.1	11.7%	-5.3%	-0.5%	1.1%
CCN(CC)CCOC(=O)C(c1ccccc1)C1CCCCC1 (stereo not given)	-0.5%	-83.6&-19.8	11.7%	-88.9*	-6.7%	-27.3%	-21.8%	5.6%

Filtered by structure, the entries above with a furan ring, fused or not (6)
SMILES	EPAC2 ag	DRD3 agonist	TDP-43 yeast inh	DRD3 antagonist	Abeta yeast res	FUS yeast rescue	EPAC2 antag	aSyn yeast inh
CC(=O)NC1=NN(C(C)=O)C(C)(c2ccco2)S1 (stereo not given)	-7.4%	-3.7	1.1%	28.8	-3.7%	-5.2%	1.4%	-0.8%
CCOC(=O)c1cc2occc2n1CCCN1C(=O)c2ccccc2C1=O	13.2%	6.1	16.8%	9.0	5.4%	27.0%	-28.3%	21.2%
N#Cc1cc(-c2ccccc2)oc1/N=C/c1ccccc1O	-12.8%	-0.1	2.6%	-3.7	-9.6%	22.3%	-3.8%	0.8%
CCn1c(SCC(=O)NC(=O)NCc2ccco2)nnc1-c1cccs1	-0.7%	2.0	4.1%	-9.3	7.4%	24.7%	12.7%	-4.3%
Cc1ccc(-c2nc(CS(=O)CC(=O)NCc3ccco3)c(C)o2)cc1 (stereo not given)	-2.4%	-3.0	0.7%	-5.1	12.1%	-7.4%	6.5%	8.2%
c1coc(CN=C2NC(=NCc3ccco3)c3ccccc32)c1	6.0%	4.4	-6.0%	-16.0	10.4%	10.0%	5.4%	0.4%

Compound profiles, as listed above:
Cc1ccc(S(=O)(=O)N2CCN(C(C)C(=O)NCC(C)c3ccccc3)CC2)cc1 (stereo not given) is listed with EPAC2 ag: -5.4%; DRD3 agonist: 6.2; TDP-43 yeast inh: 14.0%; DRD3 antagonist: 3.9; Abeta yeast res: 16.2%; FUS yeast rescue: 22.3%; EPAC2 antag: 3.8%; aSyn yeast inh: 0.2%
Cc1ccc(/C(N)=N/OC(=O)c2ccc(C)cc2Cl)cc1 is listed with EPAC2 ag: 2.2%; DRD3 agonist: 3.3; TDP-43 yeast inh: 3.98µM*; DRD3 antagonist: 1.0; Abeta yeast res: -22.3%; FUS yeast rescue: .; EPAC2 antag: -2.2%; aSyn yeast inh: -36.6%[inhibitor]

Screens deposited in PubChem by National Center for Advancing Translational Sciences (NCATS).

Some of the compounds tested. The share of hits here may be higher or lower than overall.
